# Compound activity: PubChem, several laboratories
# HePTP inhibitor: blocks human HePTP tyrosine phosphatase. P35236. inhibition, % at 20 µM. AID 521. recombinant HePTP phosphatase activity, OD absorbance. 110,000 compounds, 0.64% hits; in the data active means inhibition above about 50%;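 further: plate controls were vehicle for no effect and reference inhibitor for full effect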
# Target sequence (P35236 whole entry, looked up): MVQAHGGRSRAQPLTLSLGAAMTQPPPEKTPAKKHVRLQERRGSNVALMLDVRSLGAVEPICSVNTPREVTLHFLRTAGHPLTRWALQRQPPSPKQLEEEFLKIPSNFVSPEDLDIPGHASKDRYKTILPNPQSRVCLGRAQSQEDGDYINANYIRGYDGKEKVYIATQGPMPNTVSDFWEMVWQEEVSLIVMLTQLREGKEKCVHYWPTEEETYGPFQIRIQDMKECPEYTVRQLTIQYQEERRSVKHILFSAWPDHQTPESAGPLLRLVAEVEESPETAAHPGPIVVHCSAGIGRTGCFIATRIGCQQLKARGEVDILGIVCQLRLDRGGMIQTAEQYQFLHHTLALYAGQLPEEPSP
# BAP1 inh: blocks human BAP1 ubiquitin-AMC hydrolysis | recombinant BAP1, Ub-AMC hydrolysis fluorescence kinetic; hits give low values | activity remaining (% of control), % at 20 µM | 72,000 compounds, 0.48% hits | AID 436;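 active means activity remaining at or below 50% of control, provided the compound also passes the data quality filters; inactive means the rest, including low values that fail the filters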;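 further: 100% = DMSO wells rate and 0% = substrate alone blank rate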
# Target sequence (Q92560 whole entry, looked up): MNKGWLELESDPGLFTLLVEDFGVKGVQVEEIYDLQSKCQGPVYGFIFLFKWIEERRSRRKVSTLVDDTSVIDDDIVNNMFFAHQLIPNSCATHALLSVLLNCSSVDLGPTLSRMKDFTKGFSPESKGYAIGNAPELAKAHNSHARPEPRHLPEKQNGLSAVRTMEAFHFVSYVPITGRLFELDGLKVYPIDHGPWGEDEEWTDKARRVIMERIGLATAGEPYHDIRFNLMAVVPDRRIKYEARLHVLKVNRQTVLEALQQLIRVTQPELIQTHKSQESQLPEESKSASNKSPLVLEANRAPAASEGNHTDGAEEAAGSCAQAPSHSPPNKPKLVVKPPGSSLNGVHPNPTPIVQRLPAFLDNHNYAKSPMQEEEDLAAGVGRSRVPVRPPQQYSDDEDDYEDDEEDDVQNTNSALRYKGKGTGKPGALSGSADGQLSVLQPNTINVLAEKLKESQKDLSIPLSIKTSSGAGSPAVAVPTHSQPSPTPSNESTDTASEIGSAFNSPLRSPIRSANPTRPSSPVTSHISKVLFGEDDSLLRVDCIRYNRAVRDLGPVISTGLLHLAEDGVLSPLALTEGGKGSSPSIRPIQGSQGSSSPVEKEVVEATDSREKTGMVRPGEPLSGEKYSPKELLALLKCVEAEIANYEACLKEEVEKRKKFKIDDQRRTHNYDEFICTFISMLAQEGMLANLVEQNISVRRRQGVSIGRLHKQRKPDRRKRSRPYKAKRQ
# * marks the source's active call; other numbers are inactive results; / = not tested or not shown; & = joins results of further samples.
SMILES,HePTP inhibitor,BAP1 inh
Cc1cc(C)cc(NC(=O)c2cc(-c3cccs3)nc3ccccc23)c1,-14.7,/
Cc1cc(NC(=O)C2CC2)ncc1NC(=O)C12CC3CC(CC(C3)C1)C2,-9.5,/
O=C1C2CCCN2C(c2ccccc2)N1c1nccs1 (stereo not drawn),2.3,101.1
O=C(Oc1ccc2[nH]cc(CCN3C(=O)c4ccccc4C3=O)c2c1)c1ccco1,12.0,85.4
CCOc1cccc(C(=O)Nc2c(C)ccc3nsnc23)c1,-14.9,/
Cc1ccc(-c2csc(N3CCC(NS(=O)(=O)c4ccc5c(c4)OCCO5)CC3)n2)cc1,3.5,108.0
O=C(CN1C(=O)NC2(CCCCCC2)C1=O)N1CCC(Cc2ccccc2)CC1,4.5,103.2
O=C(COc1ccc(Br)cc1)Nc1nc2ccccc2s1,2.9,/
COC(=O)CC12CC3CC(C1)CC(c1ccc([N+](=O)[O-])cc1)(C3)C2,3.9,/
CC(C)(C)n1ncc2c(=O)n(CC(=O)N3CCCc4ccccc43)cnc21,6.8,110.5
Cc1cccc(N(C(=O)CNC(=O)c2ccco2)C(C(=O)NC2CCCC2)c2cccnc2)c1 (stereo not drawn),1.4,87.8
CCC(=O)Nc1ccc([N+](=O)[O-])cc1C,/,94.4
O=C(NCCCCCNC(=O)c1ccco1)c1ccco1,10.8,103.5
COc1ccc(OC)c(CNC(=O)COc2cc(=O)n(C)c3ccccc23)c1,9.7,107.4
Cc1cccc(N(CC(=O)NCc2ccc3c(c2)OCO3)C(=O)CCC(=O)Nc2ccccn2)c1C,-4.7,85.0
CCc1ccc2[nH]c(=O)c(CN(Cc3ccco3)S(=O)(=O)c3ccc4c(c3)OCCO4)cc2c1,10.9,/
O=C(NCCc1ccc(Cl)cc1)C1CCN(S(=O)(=O)c2cccc3nonc23)CC1,0.9,64.8
c1cc(-c2noc(-c3ccc4c(c3)OCO4)n2)ccn1,7.5,73.4
N=c1n(CCO)c2ccccc2n1Cc1ccccc1Cl,0.4&2.8,99.0
COc1ccc(N(CC(=O)Nc2ccc(C(=O)N3CCOCC3)cc2)S(=O)(=O)c2ccccc2)cc1,0.0,/
CC1CCCN(c2nc3c(c(=O)n(C)c(=O)n3C)n2CCSc2nc3ccccc3s2)C1 (stereo not drawn),13.4,94.3
CC(=O)NCC(=O)N(c1c(C)n(C)n(-c2ccccc2)c1=O)C1(C(=O)NC2CCCC2)CCCCC1,8.7,/
CC1=C(C(=O)OCCc2ccccc2)C(c2ccc(Cl)c([N+](=O)[O-])c2)C2=C(CCCC2=O)N1 (stereo not drawn),4.6,/
Cn1cccc1-c1nc2ccc(NC(=O)c3cccs3)cc2[nH]1,5.5,60.8
Cc1ccc(C(C(=O)NC2CCCC2)N(Cc2cccnc2)C(=O)c2snc(C(N)=O)c2N)o1 (stereo not drawn),-2.0,/
COC(=O)CSc1nnc(-c2ccc(S(=O)(=O)N3CCC(C)CC3)cc2)o1,3.3,114.3
CCOCc1cnc(C)nc1NCC(=O)c1c(C)n(C)c2ccc(OC)cc12,3.1,99.2
CCN(CC)c1ccc(N2C(=O)/C(=C/c3ccc(OC)cc3)SC2=S)cc1,2.9,/
O=c1c2cccnc2[nH]c(=S)n1CCCN1CCN(c2ccc(F)cc2)CC1,0.7,72.0
CC(C)C(CCNC(=O)CN1C(=O)c2ccccc2C1=O)c1ccco1 (stereo not drawn),10.1,/
O=C1/C(=C\c2ccccc2F)SC(=S)N1CN1CCOCC1,11.6,/
CC(C)(C)OC(=O)N1CCN(c2ccc(NC(=O)Cn3nnc(-c4ccccc4)n3)cc2)CC1,5.3,/
Cc1c(N2C(=O)/C(=C/c3c(F)cccc3Cl)SC2=S)c(=O)n(-c2ccccc2)n1C,-18.9,/
Cc1ccc(-c2csc3nc(C)n(-n4c(C)ccc4C)c(=O)c23)o1,-0.4,100.0
N#Cc1ccccc1NC(=O)Nc1cccs1,7.2,93.0
COc1cccc(CNC(=O)c2nnn(CC(=O)Nc3ccc(C)c(C)c3)c2N)c1,10.2,103.4
C=CCOc1ccc(/C=C2\C(=O)N(CCCOC)C(C)=C2C(=O)OC)cc1OC,4.5,/
COc1ccc(-n2nc3ccc(NC(=O)/C=C\c4ccccc4)cc3n2)cc1,102.1*,/
CCOC(=O)C1=C(C)N=c2s/c(=C\c3ccc(Cl)cc3)c(=O)n2C1c1ccc2c(c1)OCO2 (stereo not drawn),5.7,/
COCn1c(-c2ccccc2)nc2ccccc21,4.1,93.8
CCOC(=O)c1cnc(SCC(=O)Nc2ccc3c(c2)OCCO3)nc1N,3.7,101.2
O=C(CN(C(=O)Cn1nnc(-c2ccc(F)cc2)n1)C1CCCC1)NC1CCCC1,2.2,90.6
CC1CC(=O)N(CC(=O)NCc2ccc3c(c2)OCO3)c2ccccc2S1 (stereo not drawn),0.4,89.6
Oc1ccc2ccccc2c1/C=N/N1CCN(Cc2cccc3ccccc23)CC1,-0.1,/
Cc1noc2nc(-c3cccs3)cc(-c3nnc4n3CCCCC4)c12,13.3,/
Oc1[nH]c2ccc(Br)cc2c1N=Nc1ccc2ccccc2n1,-17.4,/
CSCCC(N=Cc1c(O)n(-c2ccc(F)cc2)c(=O)[nH]c1=O)C(=O)O (stereo not drawn),8.8,100.7
CC(C)CN1C(=O)NC(NC(=O)c2cccs2)(C(F)(F)F)C1=O (stereo not drawn),-6.3,102.6

# Some of the entries so far, with the structure last.
HePTP inhibitor | BAP1 inh | canonical_smiles
-18.9 | / | Cc1c(N2C(=O)/C(=C/c3c(F)cccc3Cl)SC2=S)c(=O)n(-c2ccccc2)n1C
-0.4 | 100.0 | Cc1ccc(-c2csc3nc(C)n(-n4c(C)ccc4C)c(=O)c23)o1
8.7 | / | CC(=O)NCC(=O)N(c1c(C)n(C)n(-c2ccccc2)c1=O)C1(C(=O)NC2CCCC2)CCCCC1
-17.4 | / | Oc1[nH]c2ccc(Br)cc2c1N=Nc1ccc2ccccc2n1
7.2 | 93.0 | N#Cc1ccccc1NC(=O)Nc1cccs1
3.5 | 108.0 | Cc1ccc(-c2csc(N3CCC(NS(=O)(=O)c4ccc5c(c4)OCCO5)CC3)n2)cc1
13.3 | / | Cc1noc2nc(-c3cccs3)cc(-c3nnc4n3CCCCC4)c12

# (continued)
SMILES,HePTP inhibitor,BAP1 inh
O=C(NCc1ccc2c(c1)OCO2)C1CCCC1,-23.1,/
Cn1c(=O)c2c(nc(SCC(=O)N3CCc4ccccc4C3)n2C)n(C)c1=O,10.0,110.7
CCN1CCN(Cc2c(O)ccc3c(=O)c(-c4ccc(OC)c(OC)c4)c(C)oc23)CC1,-11.1,/
Cc1cccc(Nc2nnc(SCc3cn4ccsc4n3)s2)c1,8.5,88.3
CC1=NN(c2ccc(Cl)cc2)C(=O)C1,-5.8,/
O=C(Nc1ccon1)c1cc2c(s1)CCCC2,3.8,103.0
O=C(NCCc1ccccc1)c1nn2c(C(F)(F)F)cc(-c3ccccc3)nc2c1Br,-2.5,/
CCS(=O)(=O)N1CCN(c2cccc(C)c2C)CC1,9.3,94.1
CN=C(Nc1ccc(I)cc1)SC1CC(=O)N(c2ccccc2F)C1=O (stereo not drawn),-12.2,/
CCSc1nc2n(n1)C(c1cccc(F)c1)C1=C(CCCC1=O)N2 (stereo not drawn),0.5,73.1
Cc1ccc(OCC(=O)NNC(=O)c2ccccc2C)c(C)c1,-11.5,/
Cn1c(CNc2ccc(O)cc2)nc2ccccc21,-4.9,/
CCOC(=O)CSc1nnnn1-c1ccccc1F,3.5,/
COc1ccc([N+](=O)[O-])cc1N1C(=O)C2C3C=CC(CC3)C2C1=O (stereo not drawn),/,80.1
CCCc1c(CC)c(=N)c2ccccc2n1C,14.6,/
CCCCCn1c(SC(C)C(C)=O)nc2c1c(=O)[nH]c(=O)n2C (stereo not drawn),2.4,95.4
O=C(NCC(c1ccc(F)cc1)N1CCOCC1)c1ccc(Br)o1 (stereo not drawn),5.7,/
CCOc1ccc(-n2nc3ccc(NC(=O)c4ccco4)cc3n2)cc1,12.7,/
CCn1cc(C(=O)OCC(=O)N(C)C2CCS(=O)(=O)C2)c(=O)c2ccc(C)nc21 (stereo not drawn),-9.6,80.2
CCN1C(=O)C(C(=O)NC(C)c2ccccc2)C2CC1(C)Oc1ccccc12 (stereo not drawn),-7.5,102.9
CC1C(O)C(C)C(c2ccccc2)N(C)C1c1ccccc1 (stereo not drawn),4.7,/
COc1cc(OC)cc(C(=O)N(Cc2cc3cc(C)ccc3[nH]c2=O)C(C)C)c1,-0.1,110.8
CCc1nnc(NC(=O)c2ccc(S(=O)(=O)N(CCOC)CCOC)cc2)o1,14.2,108.2
COc1ccc(CCNc2oc(COc3ccccc3)nc2C#N)cc1,4.3,56.4
Cc1[nH]c(=O)[nH]c1CN1CCCCC1,4.1,111.1
CCOC(=O)Nc1ccc(Br)cc1C(c1ccccc1)N(CC(=O)OC)C(=O)OCC (stereo not drawn),6.3,/
COc1cccc(Cn2c(N)c(C#N)c3nc4ccccc4nc32)c1OC,3.4,75.4
CCN1CCN(C(=O)C(NS(=O)(=O)c2ccc3nc(C)sc3c2)C(C)C)CC1 (stereo not drawn),5.1,99.8
O=C(C(C(=O)N1CCOCC1)C12CC3CC(CC(C3)C1)C2)N1CCOCC1,-0.6,/
COCC(=O)Nc1cccc(C(F)(F)F)c1,10.1,96.5
COc1cc(NS(=O)(=O)c2ccc(NC(=O)/C(=C\c3ccccc3OC)NC(=O)c3ccccc3)cc2)nc(OC)n1,1.6,/
CN(C)c1nc2sc3c(c2c(=O)n1C)CC(C)(C)OC3,3.4,149.2
CCCCn1c(CCNC(=O)c2cccs2)nc2ccccc21,/,141.6
CCOc1ccccc1NC(=O)C1CC2CCCC(C1)C2=O (stereo not drawn),5.3,/
O=C(Nc1ccc(NC(=O)c2cccc(F)c2)cc1)c1cccc(F)c1,-3.8,/
CC1=NN(c2ccc(C)cc2)C(=O)/C1=C/c1ccc(-c2cccc(C(=O)O)c2)o1,16.6,/
c1ccc(CCC2=NCCn3cccc32)cc1,-5.5,60.8
O=C(Cn1c(=O)c2c(ncn2Cc2ccccc2)n(Cc2ccccc2)c1=O)NC1CC1,-11.8,101.4
COc1ccccc1NC(=O)c1c(O)c2ccccc2[nH]c1=O,-10.3,/
O=C1CC(c2ccccc2)CC2=C1C(c1cccnc1)Nc1ccc(C(=O)c3ccccc3)cc1N2 (stereo not drawn),-0.2,/
Cc1ccc(C(=O)Sc2nc(-c3ccccc3)[nH]c2S(=O)(=O)c2ccc(C)cc2)cc1,8.9,/
CCOC(=O)C(=CNc1ccc(Nc2ccccc2)cc1)C(=O)OCC,2.7,/
CC(C)C(c1nnnn1Cc1ccco1)N1CCN(c2cccc(Cl)c2)CC1 (stereo not drawn),-1.2,106.7
O=C(N/N=C/c1ccc[nH]1)c1ccccn1,-12.8,/
O=C1N=C2N(CCN3CCOCC3)c3ccccc3N2/C1=C/c1ccccc1[N+](=O)[O-],-7.9,/
COc1cc(CN2CCN(C(=O)c3ccccc3F)CC2)cc(OC)c1O,4.5,/
COc1cccc(NC(=O)c2nc3nc(C)cc(C(F)F)n3n2)c1,6.2,87.7
COCCCNC(=O)CN(c1cc(Cl)ccc1OC)S(=O)(=O)c1ccc(C)c([N+](=O)[O-])c1,-6.0,/
CCCOc1ccc(/C=C2\C(=O)N(c3ccc(S(N)(=O)=O)cc3)N=C2C)cc1OC,4.8,/
O=C(Nc1nc2ccc(Br)cc2s1)c1cccs1,2.0,/
CCOC(=O)c1cccc(NC(=O)C(C)Oc2ccc(Cl)cc2C)c1 (stereo not drawn),11.3,/
COc1ccc(COC(=O)C2=C(C)NC3=C(C(=O)CC(C)(C)C3)C2c2ccc(F)c(F)c2)cc1 (stereo not drawn),6.7,/
COc1ccc(CNS(=O)(=O)c2ccc(OC)cc2)cc1,-12.1,96.9
CCCc1[nH]nc2c1C(c1ccc(OCCN3CCOCC3)c(OC)c1)C(C#N)=C(N)O2 (stereo not drawn),4.6,119.5
O=C(Nc1ccc(Cl)c(C(F)(F)F)c1)c1ccc(Br)cc1,-4.0,/
Cc1cc2nc(-c3cc(NC(=O)Cc4ccccc4)ccc3Cl)oc2cc1C,-1.0,/
COc1ccc(/C=C2\SC(N3CCCC3)=NC2=O)c(OC)c1,5.8,/
CCOC(=O)c1ccc(N=c2sc(C(=O)OC)cc(=O)n2CCCN2CCOCC2)cc1,-8.7,108.2
Nc1nc(NC(=O)CCCC(=O)O)nn1-c1ccccc1,6.1,94.1
O=c1[nH]c(=O)n(-c2cccc(Cl)c2)c(O)c1C=NCc1ccc(F)cc1,-10.6,/
# New compounds follow
SMILES,HePTP inhibitor,BAP1 inh
COc1ccc(CCNC(=O)Cn2cnc3c(nnn3Cc3ccc(C)cc3)c2=O)cc1OC,/,106.0
COc1cccc(N2C(=O)c3ccncc3C2=O)c1,11.3,94.4
O=[N+]([O-])c1cc(N=Cc2ccc(Br)s2)ccc1Cl,-7.3,/
COC(=O)c1cc(NC(=O)C23CCC(C)(C(=O)O2)C3(C)C)cc(C(=O)OC)c1 (stereo not drawn),12.1,91.5
O=C(CCSc1nc(-c2ccco2)cc(C(F)(F)F)n1)NCc1ccccn1,8.8,105.5
CCOC(=O)Cc1csc(NC(=O)COc2ccccc2)n1,-0.6,150.7
Cc1cc(S(=O)(=O)NC2CCCCC2)c(C)s1,-11.0,87.5
CS(=O)(=O)N(CC(=O)NCc1ccc2c(c1)OCO2)c1ccc(Cl)cc1,5.5,99.2
Cc1ccc(NC(=O)CSc2nnc(-c3ccco3)c(-c3ccco3)n2)cc1,13.5,/
O=C(CN1CCN(Cc2ccccc2F)C1=O)NCCN1CCOCC1,8.1,101.6
Cn1cnc2c1c(=O)n(Cc1c(Cl)cccc1Cl)c(=O)n2C,5.6,56.9
CN(C)CCC(=O)c1ccc2c(c1)OCO2,2.6&6.2,94.0
CCSc1nnc(NC(=O)c2cc(C)on2)s1,-5.0,107.4
